# PMI act = activators of human PMI, primary screen, biochemical, fluorescence intensity, near-Km mannose 6-phosphate. AID 1214, 2008. 0.005% of 190,000 active. activation factor at 20 µM. purified human PMI, coupled resazurin fluorescence, 20 min; hits give high values; 1 = vehicle control, 0 substrate-free wells;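 active means activation factor of 2 or more at 20 µM, relative to plate controls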
# Target sequence (P34949 whole entry, looked up): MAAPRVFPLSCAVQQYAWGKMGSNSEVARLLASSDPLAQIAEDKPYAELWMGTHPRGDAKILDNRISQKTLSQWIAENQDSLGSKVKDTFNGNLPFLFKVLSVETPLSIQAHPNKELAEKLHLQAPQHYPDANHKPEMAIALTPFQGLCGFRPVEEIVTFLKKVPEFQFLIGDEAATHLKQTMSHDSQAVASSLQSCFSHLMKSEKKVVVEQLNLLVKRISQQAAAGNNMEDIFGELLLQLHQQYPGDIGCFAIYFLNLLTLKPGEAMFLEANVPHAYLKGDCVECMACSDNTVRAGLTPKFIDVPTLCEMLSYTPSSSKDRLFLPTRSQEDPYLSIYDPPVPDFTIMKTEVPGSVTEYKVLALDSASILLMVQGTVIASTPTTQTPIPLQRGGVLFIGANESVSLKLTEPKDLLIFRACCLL
# PMI act hi M6P = human PMI activators, high substrate, primary screen, biochemical, fluorescence intensity, near-saturating mannose 6-phosphate; Mannose-6-phosphate isomerase (Homo sapiens), P34949; activation factor at 20 µM; AID 1216, 2008; 0.34% of 190,000 active; coupled PMI enzyme assay, resazurin fluorescence, 20 min; hits give high values; 1 = untreated enzyme, 0 = substrate-free blank;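 active means activation factor of 2 or more at 20 µM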
#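 Material: human phosphomannose isomerase with PGI, G6PDH, diaphorase coupling enzymes. Quantity: 15 ng/mL PMI. Medium: HEPES pH 7.4 buffer with MgCl2 and Tween-20. Reagent: Near-saturating mannose-6-phosphate, 1.0 mM. Compound: 20 µM single dose. Times: enzyme reaction with compound 20 min at room temperature. Detection: resorufin fluorescence at Ex 544/Em 590 nm.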
# TNAP inh hiacc = human TNAP enzyme inhibitors, primary screen, biochemical, luminescent, high phosphate acceptor level, uHTS; Alkaline phosphatase, tissue-nonspecific isozyme (Homo sapiens), P05186; purified TNAP, CDP-star luminescence, 1 M DEA; inhibition, % at 20 µM; 0.03% of 200,000 active; AID 1135, 2008;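 active means over 50% inhibition of tissue-nonspecific alkaline phosphatase at 20 µM in the single-dose screen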;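 further: plate controls were DMSO wells for no effect and EDTA-quenched wells as full inhibition for full effect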
# Target sequence (P05186 whole entry, looked up): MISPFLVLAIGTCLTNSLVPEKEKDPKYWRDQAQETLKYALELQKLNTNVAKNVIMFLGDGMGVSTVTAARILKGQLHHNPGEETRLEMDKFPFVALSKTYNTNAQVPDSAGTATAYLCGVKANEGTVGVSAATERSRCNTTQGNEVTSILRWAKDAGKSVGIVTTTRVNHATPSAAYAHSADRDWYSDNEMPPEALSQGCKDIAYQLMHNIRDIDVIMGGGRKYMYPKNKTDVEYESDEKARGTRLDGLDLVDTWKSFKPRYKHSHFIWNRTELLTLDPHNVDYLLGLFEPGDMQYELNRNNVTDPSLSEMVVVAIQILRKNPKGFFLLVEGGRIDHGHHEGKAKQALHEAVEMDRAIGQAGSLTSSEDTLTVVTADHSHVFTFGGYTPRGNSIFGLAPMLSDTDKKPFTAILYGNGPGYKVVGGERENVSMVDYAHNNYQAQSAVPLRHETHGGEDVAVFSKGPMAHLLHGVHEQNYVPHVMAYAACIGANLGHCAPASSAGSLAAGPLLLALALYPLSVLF
# TNAP inh no acc = human TNAP enzyme inhibitors, primary screen, biochemical, luminescent, no phosphate acceptor, uHTS | Alkaline phosphatase, tissue-nonspecific isozyme (Homo sapiens), P05186 | purified TNAP, CDP-star luminescence, 30 min | inhibition, % at 20 µM | 0.26% of 200,000 active;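 active means tissue-nonspecific alkaline phosphatase inhibition above about 50% at 20 µM in the single-dose screen, limit read from the data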;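 further: 0% = DMSO negative control and 100% = EDTA positive control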
# Hsp70 act = Hsp70 transcriptional activators, primary screen, cell-based, HeLa, Hsp70 promoter luciferase, luminescence, 10 µM | 0.04% of 200,000 active | HeLa Hsp70 promoter luciferase reporter; scaled: vehicle 0, proteasome-inhibitor control 100% | activation, % at 10 µM | AID 1203, 2008;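 active means activation above the mean across all tested compounds plus 3 SD, cutoff set per campaign, cut at about 5.5% in these data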;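 further: 100% = MG132 at 30 µM as the positive control and 0% = DMSO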
# L major viab = Leishmania major promastigote growth inhibition, primary screen; Leishmania major promastigotes, resazurin fluorescence viability; inhibition, % at 10 µM; 9% of 200,000 active; in the data active means inhibition above about 50%;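 further: promastigotes grown with compound for 44 hours at 28 °C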
# DTT redox prof = compounds producing H2O2 with reducing agent – biochemical, NIH compound library profiling, artefact control for MLSCN library redox annotation, primary screen | 0.03% of 200,000 active | activation, % at 10 µM | DTT-dependent redox cycling H2O2, phenol red/HRP absorbance; 100% = 100 µM peroxide control, 0% = buffer;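 active means activation of at least 50% relative to the plate's high and low controls in the primary single-dose screen; inactive means activation below 50%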;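 further: compound incubated with DTT at 0.8 mM final as the reducing agent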
# Efa HMGR inh = inhibitors of E. faecalis class II HMGR, primary screen, biochemical, Enterococcus faecalis. AID 1066, 2008. 0.41% of 190,000 active. HMG-CoA reductase (Enterococcus faecalis, mvaE). inhibition, % at 10 µM. purified E. faecalis HMGR, NADPH absorbance 340 nm kinetic;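 active means inhibition above a set limit, the median over all tested compounds plus 3 SD, cut at about 9.5% in these data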;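 further: enzyme runs in reverse so mevalonate oxidation gives rising NADPH absorbance; 0% = complete reaction with DMSO and 100% = background rate lacking mevalonate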
# RAM network inh = inhibitors of the yeast RAM network, primary screen, dse1pr::URA3 reporter, 5-FOA selection. inhibition, % at 50 µM. S. cerevisiae dse1pr::URA3 reporter, 5-FOA growth OD615, 2 d; analog-sensitive cbk1-as2 kinase mutant strain. 1.8% of 190,000 active. AID 868, 2007;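 active means inhibition above a set limit, 3 SD over mean compound inhibition, cut at about 8.4% in these data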;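 further: 0% = DMSO-only wells with no growth and 100% = 10 µM 1-NA-PP1 full growth; inhibition rescues growth on 5-FOA so higher OD means more RAM inhibition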
# S1P3 antag = S1P3 receptor antagonists, primary screen, cell-based; 0.27% of 170,000 active; inhibition, % at 4.98 µM; AID 485, 2006; Sphingosine 1-phosphate receptor 3 (Homo sapiens), Q99500; CHO S1P3 NFAT-BLA reporter, FRET fluorescence, antagonist mode;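 active means inhibition above the plate cutoff, the mean inhibition of test wells on that plate plus 3 SD, cut at about 28% in these data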;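 further: cells challenged with S1P at its EC80 of 0.8 µM; blue over green emission ratio from cleaved BLA substrate after 4 h stimulation; 0% = S1P-stimulated wells and 100% = unstimulated DMSO-only wells; some compounds past the cut are filed as inactive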
# Starred values were filed as active, the others as inactive; x = not tested or not shown.
SMILES,PMI act,PMI act hi M6P,TNAP inh hiacc,TNAP inh no acc,Hsp70 act,L major viab,DTT redox prof,Efa HMGR inh,RAM network inh,S1P3 antag
Cc1ccc(-c2[nH]c(-c3ccc(C(=O)O)cc3)nc2-c2ccccc2)cc1,0.8,0.9,-3,-15,-0.2,38,-0.4,-6,0.8,1
CC(N)C12CC3CC(C1)CC(C(C)N)(C3)C2 (centres undefined),1,1.1,-2,-8,-0.3,-6,-1.0,-5,1.2,5
O=C(NCc1ccco1)C12CC3CC(C1)CC(C(=O)NCc1ccco1)(C3)C2,1,1,-3,-9,-0.2,-5,1.2,-2,0.9,7
COc1ccc(OC)c(-n2c(N)c(C(=O)NCC3CCCO3)c3nc4ccccc4nc32)c1 (centres undefined),0.7,0.8,1,-19,-0.1,7,-0.2,-1,5.2,-30
O=C(CSc1nnc(CSc2nc3ccccc3s2)o1)NC1CCCCC1,0.9,0.9,-4,-10,0.0,-7,-3.1,3,7.1,-5
COC(=O)c1ccc(/C=C2/SC(=S)N(CCCC(=O)Nc3ccccn3)C2=O)cc1,1,1,0,-12,0.0,1,0.2,-4,2.1,0
O=C(NC1Cc2ccccc2C1)c1cc(COc2ccc(F)cc2Cl)on1,1,1.1,0,-6,0.1,-4,-0.9,0,4.7,-3
C/C(=N\NC(=O)CSc1ncccn1)c1ccc2c(c1)OCCO2,0.9,0.9,-6,-12,-0.3,-8,0.0,5,0.8,-19
O=C(NCc1ccc(C(F)(F)F)cc1)C1CC(c2ccccc2[N+](=O)[O-])=NO1 (centres undefined),0.9,0.9,-2,-7,-0.3,0,1.7,-5,0.0,x
CC(NCc1cccc(OCc2ccccc2)c1)C(O)c1ccccc1 (centres undefined),1.1,1.1,-6,-10,0.0,100*,-0.9,5,0.3,-8
CC(=O)NCCNC(=O)CNC(=O)c1ccc(Cl)cc1,1,1.1,-3,-6,-0.1,-6,0.7,1,2.7,-8
CCn1nc(NC(=O)c2ccncc2)c2cc3cc(C)ccc3nc21,0.9,0.8,2,-6,-0.3,18,0.6,0,1.7,19
O=S(=O)(NCc1ccccc1F)NCc1ccccc1F,1,1.1,-6,-15,-0.1,-3,-1.1,-4,-1.2,-5
COc1ccc(C(=O)Oc2ccc3c(c2)OCO3)cc1OC,1,1,-5,-11,-0.2,-5,-0.8,-1,3.5,10
COc1cc(C2NC(=S)NC3=C2CCc2ccccc23)cc(OC)c1OC (centres undefined),0.9,0.8,2,4,-0.3,4,-0.5,-3,3.9,0
Cc1sc(-n2c(C)cc(/C=C3\SC(=S)NC3=O)c2C)c(C#N)c1C,1,1.1,14,18,-0.4,22,-8.4,11*,4.3,x
O=C(NNS(=O)(=O)c1ccccc1)c1cc2cc3ccccc3nc2s1,1,1,-4,3,-0.2,3,1.7,-2,2.8,x
O=C(c1ccco1)N1CCN(C(=O)C2CC(c3ccc(F)cc3)=NO2)CC1 (centres undefined),0.9,0.8,-2,-3,-0.1,-2,-0.7,-4,-0.6,-11
CCCCn1c(=O)cc(N2CCOCC2)[nH]c1=O,0.9,0.9,-5,-9,-0.4,-5,-1.3,-2,0.9,-9
O=C1CC(NNc2ccccc2)C(=O)N1c1ccc(N2CCCCC2)cc1 (centres undefined),1.8,2.7*,-3,-9,-0.2,-3,0.3,0,2.6,-3
O=C(NCc1cccc(Cl)c1)C1CCCO1 (centres undefined),1,1,-5,-11,0.7,-2,-0.1,2,2.0,1
NNc1nc2ccc(F)cc2s1,0.9,0.9,10,2,0.0,96*,-0.1,-7,-1.1,6
NNC(=O)C1=NOC(CNc2ncc(C(F)(F)F)cc2Cl)C1 (centres undefined),1.1,1.1,-3,-9,0.0,-7,0.0,0,2.3,x
COCCOC(=O)C1=C(C)OC(N)=C(C#N)C1c1cc2cccc(C)c2nc1Cl (centres undefined),0.9,0.6,-4,-8,-0.2,-1,0.1,-4,4.7,2

# Retrieved by compound from above:
SMILES,PMI act,PMI act hi M6P,TNAP inh hiacc,TNAP inh no acc,Hsp70 act,L major viab,DTT redox prof,Efa HMGR inh,RAM network inh,S1P3 antag
NNc1nc2ccc(F)cc2s1,0.9,0.9,10,2,0.0,96*,-0.1,-7,-1.1,6
O=C(NCc1cccc(Cl)c1)C1CCCO1 (centres undefined),1,1,-5,-11,0.7,-2,-0.1,2,2.0,1

# Further records follow.
SMILES,PMI act,PMI act hi M6P,TNAP inh hiacc,TNAP inh no acc,Hsp70 act,L major viab,DTT redox prof,Efa HMGR inh,RAM network inh,S1P3 antag
Cc1cccc(NC(=S)NC(=O)c2ccc(Br)o2)c1C,0.9,1,0,-5,-0.1,-2,-0.1,-2,0.5,-21
N#Cc1c(-c2ccccc2)nc(-c2ccccc2)nc1N1CCOCC1,1,0.9,-7,-3,-0.7,0,0.4,-1,3.0,x
CCCc1nnc(SCC(=O)N2CCCC2)n1Cc1ccco1,0.9,1,-7,-10,-0.6,4,-1.2,0,-0.7,-4
CCNc1nc(NC(C)C)nc(N(C#N)Cc2ccccc2)n1,1,1.1,0,-3,-0.4,16,0.3,-2,0.8,-2
CCCc1ccc(-c2cc(N)n[nH]2)cc1,1,1,-3,-2,0.3,19,1.5,-1,0.0,x
Cc1noc(NS(=O)(=O)c2ccc(N3Cc4ccccc4C3=O)cc2)c1C,1,0.9,-6,-9,-0.2,-4,1.4,-4,2.4,x
S=C(Nc1ccccc1)Nc1nc2ccccc2n1CCOc1ccc(Cl)cc1,0.9,1,-3,-35,-0.4,66*,0.8,-1,3.1,-3
COc1cccc(NC(=O)CN(C)C(C)C(=O)Nc2ccc(S(=O)(=O)N3CCCC3)cc2)c1 (centres undefined),1.1,1.1,-2,-15,0.0,2,-2.0,-1,-0.2,0
Cc1ccc(Cn2ccc(=O)c(OCc3c(Cl)cccc3Cl)c2C)cc1,0.9,0.9,-1,-13,0.4,97*,-0.1,1,-0.9,x
O=C(CSC1CCCCC1)Nc1ccccc1Br,1,1,-2,-8,-0.3,49,-0.8,-4,1.5,-4
COCCNC(=O)CSc1nc2cc(OC)c(OC)cc2c(=O)n1CCc1ccc(S(N)(=O)=O)cc1,1,1,-2,-15,-0.1,-3,0.8,0,0.8,-19
CC12CCC(C(=O)Nc3ncc([N+](=O)[O-])s3)(OC1=O)C2(C)C (centres undefined),1.1,1.1,4,-2,0.2,2,2.0,1,3.9,x
Cc1ccnc(NC(=O)CCC(=O)N(CC(=O)NC2CCCCC2)Cc2ccccc2)c1,x,x,-1,-6,0.0,-3,-0.1,0,0.3,-6
O=C(Nc1ccc([N+](=O)[O-])cn1)c1ccc(Br)o1,1,0.9,0,-13,-0.2,49,-0.2,-3,4.1,-16
COc1ccc(N(C)S(=O)(=O)c2cccc(C(=O)NC3CCCC3)c2)cc1,1,0.9,-4,-12,-0.1,9,0.1,-3,-0.4,-1
O=C(CSc1nccn1Cc1ccccc1)Nc1nccs1,0.9,0.9,-5,-3,0.4,-1,0.0,-8,1.1,-19
O=C(CN1CCN(c2ccccc2F)CC1)Nc1nnc(C(F)(F)F)s1,0.9,1,-5,-15,-0.2,0,-0.5,0,-0.2,-14
Cc1cc([N+](=O)[O-])nn1Cc1c(F)c(F)c(F)c(F)c1F,1,1,-6,-10,-0.3,1,0.5,-3,0.0,x
CC1CC(C)(C)NC(=S)N1CCC(=O)N1CCN(Cc2ccccc2)CC1 (centres undefined),1.2,1.1,1,4,-0.6,1,-1.2,2,-0.5,4
O=C(NC1CCCCC1)C(c1cccnc1)N(CCc1ccccc1)C(=O)Cc1cccs1 (centres undefined),0.8,0.8,0,6,-0.3,95*,-0.3,1,2.5,-12
CCOC(=O)N1CCC(Nc2cc(C)nc3c(-c4ccccc4OC)c(C)nn23)CC1,0.9,0.9,0,-4,-0.5,7,0.4,-14,-0.5,16
CN(C(=O)/C=C/c1ccc([N+](=O)[O-])s1)c1ccccc1,1.1,1,-3,-7,-0.1,98*,-0.8,-7,2.0,-5
C/[N+]([O-])=C\c1coc2ccccc2c1=O,0.9,1,-4,-10,-0.5,-4,0.1,-5,1.7,x
O=C(NCC1CCCO1)c1ccc(NC(=O)C2CC=CCC2C(=O)O)cc1 (centres undefined),0.9,1,1,-5,0.0,-3,2.2,6,2.0,-57

# Gathered by group, the entries above containing a CF3 group
SMILES,PMI act,PMI act hi M6P,TNAP inh hiacc,TNAP inh no acc,Hsp70 act,L major viab,DTT redox prof,Efa HMGR inh,RAM network inh,S1P3 antag
O=C(NCc1ccc(C(F)(F)F)cc1)C1CC(c2ccccc2[N+](=O)[O-])=NO1 (centres undefined),0.9,0.9,-2,-7,-0.3,0,1.7,-5,0.0,x
NNC(=O)C1=NOC(CNc2ncc(C(F)(F)F)cc2Cl)C1 (centres undefined),1.1,1.1,-3,-9,0.0,-7,0.0,0,2.3,x
O=C(CN1CCN(c2ccccc2F)CC1)Nc1nnc(C(F)(F)F)s1,0.9,1,-5,-15,-0.2,0,-0.5,0,-0.2,-14

# (next part)
SMILES,PMI act,PMI act hi M6P,TNAP inh hiacc,TNAP inh no acc,Hsp70 act,L major viab,DTT redox prof,Efa HMGR inh,RAM network inh,S1P3 antag
CCCNC(=O)Nc1ccc(NC(C)=O)cc1,0.9,0.9,-1,-9,0.1,-4,0.0,-1,2.6,-2
Cn1c2c(c(=O)n(C)c1=O)C(NC(=O)C(C)(C)C)(C(F)(F)F)C(=O)N2 (centres undefined),1.1,1.2,-4,-15,-0.2,-6,0.0,1,0.8,x
O=c1c2cn[nH]c2[nH]c(=S)n1-c1cccc(Cl)c1,0.9,1,2,-60,-0.3,-6,-0.7,-5,1.3,-13
O=C(NC1CCN(Cc2ccccc2)CC1)c1ccc2c(c1)[nH]c(=O)n2Cc1ccc(F)cc1,x,x,1,-3,-0.4,35,0.6,0,-1.2,-14
CN(C)CCCOC(=O)c1ccccc1Cl,0.9,1,1,-3,-0.3,-3,0.0,2,-0.1,x
COc1ccc2cc3cc(C(=O)NCc4ccco4)oc3nc2c1,1,1,-5,0,0.0,60*,0.5,-2,5.1,x
